Compound activity deposited in PubChem by National Center for Advancing Translational Sciences (NCATS).
TRPV1 agonist: HTS Assay for Compounds that Act as Agonists of the Vanilloid Receptor 1 | Transient receptor potential cation channel subfamily V member 1 (Homo sapiens), Q8NER1 | TRPV1-expressing cells, Fluo-8 calcium influx, agonist mode | activation, % at 8.33 µM | 0.19% of 320,000 active | AID 540275, 2011; in the data active = activation above about 80%; inconclusive = between about 30% and that limit; also: 0% is about no effect
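Cells expressing TRPV1 were dye-loaded with Fluo-8 and read kinetically: 10 s baseline, 3 min after compound (agonist portion), then 2 min after EC20 capsaicin (allosteric enhancer portion). Calcium-bound dye fluorescence at 480/520 nm.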
KCNH2 3.1 inh: qHTS for Inhibitors of KCHN2 3.1: Mutant qHTS | Potassium voltage-gated channel subfamily H member 2, brain isoform KCNH2 3.1 (human) | U2OS KCNH2 3.1, thallium flux FluxOr; hits give low values | activity change, % (tested at about 1.8 µM) | 0.95% of 340,000 active | AID 720553, 2013;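 active = maximum activity change below -70%; inconclusive = maximum activity change from -70% to -50%; inactive = maximum activity change above -50%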;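 also: thallium influx rate constant from kinetic fluorescence after stimulation buffer; % is scaled to controls: 0 for no effect and ±100 for the full control effect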
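Channel expression came from 3.1 mutant virus (1.77 x 10^8 /mL) applied to suspended U2OS cells for 4 h. Flux was tracked with FluxOr dye plus Red40 quencher, and kinetic rate constants normalized to controls.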
B2AR arrestin: qHTS assay of beta-arrestin-biased ligands of beta2-adrenergic receptor; Beta-2 adrenergic receptor (Homo sapiens), P07550; beta-arrestin recruitment to beta2AR, cell-based reporter; Potency, µM (top dose mostly 46.1 µM), for the others: at the highest dose activation, most hits filed as activators; 0.02% of 330,000 active;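 also: potency is read from the fitted curve at half-maximal effect; 0% = DMSO controls and full agonism = EC100 isoproterenol or metaproterenol; nearly all actives have a fitted effect of over 65% in size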
USP2a inh: qHTS Assay for Inhibitors of Ubiquitin-specific Protease USP2a Using CHOP2 as the Reporter. Ubiquitin carboxyl-terminal hydrolase 2 (Homo sapiens), O75604. USP2 core, Ub-CHOP2 coupled fluorogenic reporter, 485/531. Potency, µM (series often up to 38.3 µM), for the others: at the top dose activity change, negative = inhibition, actives largely listed as inhibitors. 0.01% of 330,000 active. AID 463254, 2010;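 also: potency is read from the fitted curve at half-maximal effect; plate controls were DMSO wells for no effect and full inhibition by NEM control for full effect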
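USP2 core (10nM final) preincubated 30min RT with compound in 20mM Tris-HCl pH 8.0, 2mM CaCl2, 2mM beta-mercaptoethanol, 0.05% CHAPS; 25nM Ub-CHOP2 plus 25nM reporter substrate added, fluorescence (Ex485/Em531) read after 60min.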
Giardia killer: Small Molecules that selectively kill Giardia lamblia: qHTS; 0.15% of 340,000 active; Giardia lamblia trophozoite viability; AID 540267, 2011; activity change, % at 7.66 µM, hits read low; in the data active = activity change below about -80%; inconclusive = between about -30% and that limit;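 also: parasites exposed to compound for two days anaerobically before the ATP read; % is scaled to controls: 0 for no effect and ±100 for the full control effect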
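Anaerobic 48 hrs incubation at 37 deg C of 100 trophozoites/well with test compounds; ATPLite 1-Step luminescence, 15-30 min RT, reports cellular ATP as viability.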
Menin-MLL TR inh: qHTS Assay for Inhibitors Targeting the Menin-MLL Interaction in MLL Related Leukemias: Competition With Texas Red Labeled MLL-derived Mutant Peptide; Potency, µM (top dose mostly 61.6 µM), inactives show at the top dose FP activity change, negative = inhibition, usual class: inhibitors; 0.23% of 270,000 active; O00255; Menin + Texas Red MLL mutant peptide, fluorescence polarization; AID 1768, 2009; active = well fitted inhibition curve with a large enough effect in the polarisation, with a control signal flat, not every such curve was filed as active; inconclusive = small, poorly fitted or top-dose-only effect, or effect the other way, or a change in a side signal; inactive = no such curve, though single readings can be large or run the other way; the % refers to the polarisation; also: potency is read from the fitted curve at half-maximal effect; % of control where 0% means no effect; many of its hits are not listed in these tables
MLL CXXC-DNA inh: qHTS Fluorescence Polarization Assay for Inhibitors of MLL CXXC domain - DNA interaction | Histone-lysine N-methyltransferase 2A (Homo sapiens), Q03164 | MLL-CXXC / FITC-HOXA9 DNA fluorescence polarization | Potency, µM (highest dose often 115 µM), without a hit: at the top dose activity change, negative = inhibition, most hits filed as inhibitors | 0.037% of 290,000 active; active = well fitted inhibition curve with a large enough effect in the polarisation, with a control signal flat, not every such curve was filed as active; inconclusive = small, poorly fitted or top-dose-only effect, or effect the other way, or a change in a side signal; inactive = no such curve, though single readings can be large or run the other way; the % refers to the polarisation; also: potency is read from the fitted curve at half-maximal effect
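Fluorescence polarization: 7 uM MLL-CXXC (stock) preincubated 5 min with compounds, then 50 nM fluorescein-HOX-A9 DNA (stock) added; 30 min ambient. Buffer 50 mM Tris-HCl pH 7.5, 50 mM NaCl, 1 mM DTT, 0.05% BSA.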
Coupling enz: qHTS Assay for Inhibitors of Fructose-1,6-bisphosphate Aldolase from Giardia Lamblia: Coupling assay counterscreen. coupling enzyme system counterscreen, AmpLite Red fluorescence. 0.67% of 290,000 active. activity change, negative = inhibition, % at 58.2 µM, hits read low. AID 2472, 2010; in the data active = activity change below about -30%; also: % is scaled to controls: 0 for no effect and ±100 for the full control effect
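Compounds tested against the coupling enzymes alone at 57.5 uM final; readout was AmpLite Red fluorescence (525/598 nm) after 20 min at RT.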
GALK inhibitor: qHTS Assay for Inhibitors of Human Galactokinase (GALK). 0.007% of 270,000 active. Purified GALK, Kinase-Glo residual ATP luminescence. P51570. Potency, µM (series often up to 57.5 µM), without a hit: at the top dose activity change, negative = inhibition, usual class: inhibitors; also: potency is read from the fitted curve at half-maximal effect; % is scaled to controls: 0 for no effect and ±100 for the full control effect
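Compounds were pin-transferred into ATP buffer (35 uM final), then GALK plus galactose (5 nM, 100 uM final) was added. After 1 h at room temperature, Kinase-Glo Plus was added and luminescence read after 10 min.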
PKM2 act: qHTS Assay for Activators of Human Muscle isoform 2 Pyruvate Kinase | Pyruvate kinase PKM (Homo sapiens), P14618 | purified PKM2, Kinase-Glo ATP luminescence, activation; response scale: 0% is enzyme alone, no compound | Potency, µM (titrated, usually from 57.5 µM), inactives show at the top dose activation, usual class: activators | 0.34% of 260,000 active | AID 1631, 2009; also: potency is read from the fitted curve at half-maximal effect; % is scaled to controls: 0 for no effect and ±100 for the full control effect; nearly all actives have a fitted effect of over 55% in size
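Purified hPK-M2 (>95%) run at intermediate activity with 0.1 mM ADP and 0.5 mM PEP in 50 mM imidazole pH 7.2, KCl, MgCl2; 1 h room temperature. ATP formed read by Kinase-Glo luminescence; normalized to uninhibited and no-enzyme controls.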
hERG WT inh: qHTS for Inhibitors of KCHN2 3.1: Wildtype qHTS. U2OS, BacMam KCNH2, thallium flux FluxOr; hits give low values. Voltage-gated inwardly rectifying potassium channel KCNH2 (Homo sapiens), Q12809. 0.37% of 340,000 active. activity change, % at 1.84 µM;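 active = maximum activity change below -70%; inconclusive = maximum activity change between -70% and -50%; inactive = maximum activity change above -50%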; also: % is scaled to controls: 0 for no effect and ±100 for the full control effect
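U2OS cells were transduced with wild-type KCNH2 virus (2.03 x 10^8 / mL) for 4 h at room temperature, then cultured overnight at 37 C. Thallium flux was read with FluxOr dye. Rate constants were normalized to DMSO controls.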
* hit, by the source's call; i = inactive; ? = inconclusive; · = not tested or not shown; [ ] = remark or other dose. Unless noted, calls follow the shape of the dose curve; as a rule, active = well fitted curve in the direction sought with a large enough effect; inconclusive = small, poorly fitted or top-dose-only effect, or another doubt; inactive = no such curve, though single readings can be large; an effect the other way counts as inactive or inconclusive.

SMILES | TRPV1 agonist | KCNH2 3.1 inh | B2AR arrestin | USP2a inh | Giardia killer | Menin-MLL TR inh | MLL CXXC-DNA inh | Coupling enz | GALK inhibitor | PKM2 act | hERG WT inh
CCOC(=O)c1cc(CC)sc1NC(=O)CC1Sc2ccc(C(F)(F)F)cc2NC1=O (stereo not given) | 2 | -5 | -2.0% | 3% | 18 | 3% | 13% | 3 | 0% | -4% | -7
CC(C(c1cccs1)c1c(N)n(C)c(=O)n(C)c1=O)[N+](=O)[O-] (stereo not given) | 2 | 3 | -0.5% | 0% | -1 | · | -5% | 2 | 0% | -2% | ?
CCOC(=O)[C@@H]1[C@H]2COc3ccc(Br)cc3[C@H]2N2C(=O)N(c3ccc(OC)cc3)C(=O)[C@]12C | · | 6 | -0.2% | -1% | -6 | · | · | · | · | · | 2
Cc1ccc(N2C(=O)N(CC(=O)C(C)(C)C)c3ccccc3S2(=O)=O)cc1 | 15 | · | 0.3% | 4% | · | 10% | 1% | 1 | -1% | 4% | ·
CSc1nc2ccc(NC(=O)COc3ccccc3F)cc2s1 | · | -1 | -0.1% | 6% | 12 | · | · | · | · | · | 2
COc1cccc(N2CCN(c3ccc4nnc(CCC(=O)Nc5ccccn5)n4n3)CC2)c1 | -1 | -10 | 0.3% | 0% | -18 | -10% | 32% | 1 | 6% | -2%[0.46 µM] | -9
CCOC(=O)C1CCN(C(=O)Nc2ccc3nc(-c4ccco4)c(-c4ccco4)nc3c2)CC1 | -1 | -5 | -0.1% | 0% | 7 | ? | ? | -45* | -4% | 21% | 1
Cc1cccc(C(=O)N/N=C/c2ccc(OCC(=O)N3CCCCC3)cc2)c1 | 1 | 6 | -0.4% | 3% | -8 | -2% | 15% | 2 | -2% | -4% | 7
CCCn1c(=O)c(C(=O)NCc2ccco2)c(O)c2ccccc21 | 0 | 1 | 0.4% | -3% | 24 | -1% | -7% | 0 | 1% | 2% | -8
CC(=O)Nc1ccc(NC(=O)C2CCCCN2S(=O)(=O)c2ccc(C(C)(C)C)cc2)cc1 (stereo not given) | 14 | 7 | -0.2% | -4% | 15 | 31%[activator] | -7% | -1 | 1% | 0% | -5
COc1cccc(CNC(=O)CNC(=O)N2CC(=O)Nc3ccccc32)c1 | 0 | -5 | 0.2% | 4% | -13 | · | 0% | · | -7% | · | 0
O=C(/C=C/c1cccs1)c1ccc(Br)cc1 | 19 | -7 | -0.6% | 0% | -17 | -22% | 7% | · | -7% | 3% | -7
Cc1cc(C(=O)OCC(=O)NCc2ccc(Cl)cc2Cl)c(C)o1 | 3 | -17 | 0.1% | 0% | -12 | · | · | · | · | · | -6
COc1ccc(NS(=O)(=O)c2cc(NC(=O)c3ccco3)ccc2N2CCCCC2)cc1 | ? | -49 | 0.2% | -7% | 3 | 16% | 0% | -1 | 0% | -7% | -13
CCOc1ccc(CNS(=O)(=O)c2c(C)nc3sccn3c2=O)cc1OC | 2 | -4 | -0.7% | 0% | 13 | 7% | 6% | 2 | · | 0% | 48
COc1ccc(CCNc2ncnc3c2oc2ccccc23)cc1OC | -1 | -15 | -0.1% | 1% | -1 | -20% | 5% | -9 | -1% | 4% | -7
O=C(CSc1ccccc1)Nc1ccc(S(=O)(=O)Nc2ncccn2)cc1 | -8 | 10 | 0.3% | 0% | -1 | -2% | 5% | 1 | 5% | -17% | -11
O=C1CCCN1CCCNc1ccc2nnc(CCC(=O)N3CCN(c4ccccc4)CC3)n2n1 | 0 | -10 | 0.1% | 1% | 0 | 3% | 5% | 0 | -1% | -2% | 20
CC1(C)CC(=O)c2sc(NS(=O)(=O)Cc3ccccc3)nc2C1 | -5 | -6 | 0.3% | 0% | 1 | -5% | -8% | 3 | -3% | 2% | 2
CC(=O)Nc1ccc(C(=O)OCC(=O)NCc2ccc3c(c2)OCO3)cc1 | · | 3 | -0.2% | 1% | -3 | · | · | · | · | · | 2
COc1ccc(NC(=O)CN(C)C(=O)C2=NN(c3ccccc3)C(=O)CC2)cc1 | -1 | -1 | -0.1% | -7% | -1 | · | · | · | · | · | -18
COc1cc(C(c2c(C)[nH][nH]c2=O)c2c(C)[nH][nH]c2=O)ccc1OS(=O)(=O)c1ccc(C)cc1 | 1 | -7 | -0.1% | 0% | 1 | -12% | 4% | -15 | -3% | 18% | -1
Cn1c(=O)c(C(=O)CN2CCCCC2)c(N)n(Cc2ccccc2)c1=O | 1 | 3 | -0.3% | 19% | -3 | · | 3% | 2 | 0% | -1% | -2
O=C(NCc1cccnc1)c1cccc(NC(=O)c2ccco2)c1 | -1 | 6 | 0.1% | -1% | -2 | 3% | -5% | -1 | -1% | 1% | 1
COc1ccc(S(=O)(=O)NCc2cccnc2)cc1NC(=O)c1ccc(Cl)cc1 | -9 | 18 | -0.3% | 1% | 5 | · | · | · | · | · | 4
COc1ccc(Cn2c3nc4ccccc4nc3c3c(=O)n(Cc4ccco4)cnc32)cc1 | 3 | · | 0.0% | 0% | · | 0% | -1% | -3 | 0% | ? | ·
C/C(=N/NS(=O)(=O)c1ccc(Cl)cc1)c1ccncc1 | -6 | 8 | -0.2% | -2% | 7 | -1% | 1% | 0 | 4% | -9% | 0
COc1ccc(CCC(=O)OCC(=O)N(C)c2c(N)n(Cc3ccccc3)c(=O)[nH]c2=O)cc1 | 1 | 4 | -0.3% | -1% | 1 | · | · | · | · | · | -7
CC1(C)CCc2cc(CN3CCN(c4ccccn4)CC3)ccc2O1 | 2 | 12 | 0.5% | 2% | -16 | ? | -10% | 0 | · | · | 14
CCOc1ccc(-n2c(=O)c3sccc3n(CC(=O)NCc3ccco3)c2=O)cc1 | -2 | 12 | 0.3% | -1% | -2 | ? | -11% | 4 | 0% | -5% | -4
CC(=O)c1cccc(NC(=O)C2C3C=CC(C3=C(c3ccccc3)c3ccccc3)C2C(=O)O)c1 (stereo not given) | 0 | -3 | -0.1% | 2% | -25 | -1% | -6% | 8 | 4% | -29% | 1
O=c1ccc2cc(S(=O)(=O)N3CCN(c4ccccc4)CC3)ccc2[nH]1 | -1 | -35 | 0.1% | -1% | 12 | -9% | · | 1 | · | 2% | 7
Cc1ccccc1CSc1ccc(S(=O)(=O)N2CCCC2)cn1 | · | -5 | -0.7% | 1% | 20 | · | · | · | · | · | 4
CC(C)CC(=O)Nc1nnc(CCc2ccccc2)s1 | 2 | -8 | -0.9% | 1% | 9 | 1% | -3% | 3 | 2% | -6% | 4
CC(C)(C)NC(=O)NC(=O)CN1CCN(Cc2ccccc2)CC1 | 1 | -13 | -0.1% | -6% | 10 | -20% | 12% | 2 | 9% | -12% | ·
COc1ccc(OCC(=O)N2CCN(S(=O)(=O)c3ccc(Cl)cc3)CC2)cc1 | 0 | -2 | -0.1% | 1% | -9 | 0% | 5% | 1 | -3% | ? | -8
CCN(CC)CCN1C(=O)C(=O)/C(=C(/O)c2ccc(OC(C)C)cc2)C1c1ccncc1 (stereo not given) | 2 | -2 | -0.5% | 5% | 10 | -6% | -1% | 0 | -3% | 7% | -2
Cc1cc(NC(=O)CS(=O)(=O)Cc2ccccc2)no1 | -2 | 4 | -0.3% | 0% | -5 | 5% | 15% | 3 | 2% | 0% | i
COc1ccc(CCNC(=O)CCCCCNc2nc(=S)[nH]c3ccccc23)cc1OC | -4 | -18 | 2.0% | 5% | 12 | -8% | -5% | -1 | 0% | 2% | 0
CC1=CC(=O)CC(C)(C)[C@@]1(O)/C=C/[C@@H](C)O[C@@H]1O[C@H](CO)[C@@H](O)[C@H](O)[C@H]1O | · | -4 | -1.3% | 2% | -5 | · | · | · | · | · | -6
Cc1nc2ccccc2c(C)c1CC(=O)N(C)CC(=O)Nc1cccc(F)c1 | -1 | -8 | 0.4% | -1% | 17 | · | · | · | · | · | 9
Cc1cccc(C)c1-n1c(SCC(=O)NCc2ccco2)nc2ccccc2c1=O | 22 | ? | 0.1% | 2% | -1 | -24% | -2% | -2 | -3% | -1% | 2

The list is partial; rates above refer to the full screens.
